HT29 cell growth-1: HT29 colon tumor cell growth inhibition, primary screen, imaging, high content imaging, 48 h, CellTiter-Glo (AID 771). HT29 cell growth, HCS imaging cell count, 48 h; active compounds read high. growth inhibition, % at 10 µM. 2% of 3,300 active;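 active = growth inhibition above 90%, meaning viable cell count by imaging cut by more than 90% versus vehicle controls; inactive = growth inhibition below 90%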;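 note: percent fewer viable cells counted by imaging than vehicle controls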
AID364: cytotoxicity toward Jurkat T cells, primary screen, cell-based, Jurkat E6.1, NIH starter set (AID 364); Jurkat E6.1 viability, ATP luminescence, 48 h; higher % means a stronger effect; inhibition, % at 4 µM, or CC50 in µM where a hit was titrated; 2% of 3,300 active;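 active = concentration giving half-maximal inhibition at or below 20 micromolar; inactive = half-maximal concentration above 20 micromolar, or not dose tested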;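 note: 100% = cells treated with 4 µM doxorubicin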
HT29 cell growth-2: HT29 colon tumor cell growth inhibition, primary screen, imaging, high content imaging, 24 h, CellTiter-Glo (AID 770) | HT29 cell number by imaging, 24 h; active compounds read high | growth inhibition, % at 10 µM | 3,300 tested, under 10 active;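 active = growth inhibition above 90% in viable cell count at a single dose; inactive = growth inhibition below 90%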
A549 NSCLC growth: A549 NSCLC cell proliferation inhibitors – ATP luminescence, human non-small cell lung line, primary screen (AID 371); 8.4% of 3,300 active; A549 growth inhibition, ATP luminescence; active compounds read high; growth inhibition, % at 10 µM;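 active = mean growth inhibition over the two runs of 50% or more; inactive = mean growth inhibition under 50%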;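 note: compound exposure lasted 72 h before the ATP read; 0% = untreated cell signal and 100% = no luminescence left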
AID772: HT29 colon tumor cell growth inhibition, primary screen, imaging, high content imaging, 72 h, CellTiter-Glo (AID 772). growth inhibition, % at 10 µM. 0.6% of 3,300 active. HT29 cell growth, HCS imaging cell count, 72 h; active compounds read high;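 active = growth inhibition above 90%, meaning viable cell count cut by more than 90% versus vehicle controls; inactive = growth inhibition below 90%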
HT29 cell growth-2 condensed nuclei: recorded beside HT29 cell growth-2, whose call it bears; condensed nuclei, %; measured here: percent cells with condensed nuclei;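 share of cells whose nuclear area falls below control median minus 1.5 SD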
HT29 cell growth-2 ATP viability: also measured in HT29 cell growth-2; calls as there; growth inhibition, %; measured here: ATP CellTiter-Glo viability
HT29 cell growth-1 condensed nuclei: second read-out of HT29 cell growth-1, no call of its own (marks repeat the call); condensed nuclei, %; measured here: percent cells with condensed nuclei;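 condensed means Hoechst nuclear area under control median minus 1.5 SD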
HT29 cell growth-1 ATP viability: also measured in HT29 cell growth-1; calls as there; growth inhibition, %; measured here: ATP CellTiter-Glo viability inhibition
AID772 condensed nuclei: also measured in AID772; calls as there; condensed nuclei, %; measured here: percent cells with condensed nuclei;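 condensed means nuclear area below control median minus 1.5 SD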
AID772 second: second read-out of AID772, no call of its own (marks repeat the call); growth inhibition, %; measured here: ATP CellTiter-Glo viability
Numbers without * were called inactive; . = no result given. A portion of the library; count on the stated rates, not on these rows.

SMILES	HT29 cell growth-1	HT29 cell growth-1 condensed nuclei	HT29 cell growth-1 ATP viability	AID364	HT29 cell growth-2	HT29 cell growth-2 condensed nuclei	HT29 cell growth-2 ATP viability	A549 NSCLC growth	AID772	AID772 condensed nuclei	AID772 second
CCOC(=O)CSC1=C(C#N)C(c2ccc(C)cc2)C(C(=O)OC)C(=O)N1 (configuration not stated)	-2.6	3.9	-5.1	9.0%	-28.0	0.9	-4.6	8.4	-5.3	4.5	-33.9
Nc1nonc1-c1noc(N2CCOCC2)n1	-4.2	2.9	-42.8	-1.5%	-12.5	1.7	-12.3	2.6	48.1	2.2	12.5
CCOC(=O)c1c(C)n(C)c2ccc(OC)c(NC(=O)CN3CCCCC3)c12	11.1	16.4	30.1	1.3%	26.2	18.2	2.4	7.0	76.6	10.3	56.7
COc1ccccc1C(=O)N1CCCC1(C#N)c1ccccc1 (configuration not stated)	4.6	2.0	-14.0	-0.5%	5.0	3.6	-13.1	6.3	-76.6	2.9	-54.8
Cc1ccc(N2C(=O)CC(N(O)C3CC(=O)N(c4ccc(C)cc4)C3=O)C2=O)cc1 (configuration not stated)	39.0	7.9	-11.8	-3.1%	13.7	4.6	-2.7	3.7	-60.8	4.4	-33.2
CCCOc1ccccc1C(=O)NCCCC(=O)O	44.8	1.5	16.4	-14.9%	8.7	3.7	6.0	-12.4	39.9	0.6	19.3
COC(=O)C(NC(C)=O)(Nc1nc2ccc(S(C)(=O)=O)cc2s1)C(F)(F)F (configuration not stated)	-17.9	2.2	-20.3	-6.6%	-25.3	3.4	-10.3	4.2	0.9	1.5	-11.5
CCCCOC(=O)CSC1=C(C#N)C(c2ccccc2OC)C(C#N)C(=O)N1 (configuration not stated)	0.5	2.2	-12.3	-14.9%	-37.4	3.5	-22.4	6.1	-2.6	0.8	-22.2
Cc1c(OCC(F)(F)F)ccnc1CS(=O)c1nc2ccccc2[nH]1 (configuration not stated)	29.4	12.2	.	2.4%	-8.8	5.0	-16.1	25.8	-32.5	7.4	-8.6
CCn1nc(NC(=O)c2ccco2)c2cc3ccccc3nc21	44.4	1.9	10.1	2.5%	33.1	3.9	5.2	-1.1	29.8	21.0	2.1
COCCOCCOCCC(=O)NC1CC2CCC1(C)C2(C)C (configuration not stated)	-34.1	2.4	-1.9	6.0%	46.5	4.3	14.2	0.8	-38.4	5.4	9.2
Cc1coc2c(O)cc3c(c12)OC1(N2CCCCC2)C(=O)NCCCC31 (configuration not stated)	65.1	3.0	26.5	19.1%	37.7	4.8	0.1	91.4*	82.8	34.4	72.7
Nc1ncnc2c1ncn2[C@@H]1O[C@H](CO)[C@@H](O)[C@H]1O	-7.4	6.5	.	-1.5%	44.4	1.8	19.6	1.3	29.2	14.1	23.3
C=CCN(C(=O)CCC(=O)O)C1CC(=O)N(c2ccc(OC)cc2)C1=O (configuration not stated)	-35.5	1.9	-24.9	-2.9%	-2.2	3.7	-4.4	1.8	-66.9	2.2	-28.8
CCOC(=O)CSc1nc2sc3c(c2c(=O)[nH]1)CC(C)(C)OC3	9.9	4.1	-19.1	7.0%	3.3	4.0	-9.5	6.5	-10.0	1.4	-31.1
Nn1c(SCC(=O)Nc2ccc3c(c2)OCCO3)nnc1C(F)(F)F	84.3	28.1	57.2	4.3%	50.2	10.4	24.3	14.6	25.6	6.0	-11.9
CCCCOc1ccc(C(=O)Nc2ccc(N3CCN(C(C)=O)CC3)cc2)cc1	60.9	17.6	29.9	6.7%	33.3	3.5	10.1	6.8	61.5	17.0	58.7
S=c1[nH]nc(-c2ccco2)n1Cc1ccccc1	32.9	4.7	1.4	-6.5%	22.4	4.3	2.6	5.5	23.3	3.2	-0.7
N#CC1=C(N)C(C#N)(C#N)[C@H](c2ccncc2)[C@H]2CN(C(=O)OCc3ccccc3)CC=C12	-46.5	2.1	-16.0	2.4%	-26.1	3.7	1.8	57.7*	-4.2	3.6	-28.6
CCOC(=O)c1sc(-n2[nH]c(C)cc2=O)nc1C	-17.8	1.8	1.3	-3.9%	11.3	4.5	-6.7	6.7	14.3	1.5	-4.2
O=C(Oc1oc(-c2ccco2)nc1C=Nc1ccccc1)c1ccoc1	38.1	0.8	-23.2	32.0%	-4.0	4.0	-0.1	34.4	18.1	13.4	20.0
COc1cccc(NC(=O)CSC2=C(C#N)C(c3ccco3)C3=C(CCCC3=O)N2)c1 (configuration not stated)	61.0	1.2	34.8	4.73µM*	13.7	4.7	2.4	60.1*	76.9	21.7	70.5
Brc1c(NC2=NCCN2)ccc2nccnc12	37.0	8.9	.	0.3%	-15.8	2.2	-29.6	13.0	-46.2	2.3	-19.5
CN(C)CCC=C1c2ccccc2CCc2ccccc21	28.2	6.5	.	-7.6%	31.2	3.6	37.6	26.6	73.1	26.4	94.6
Cc1cc(C)n(CC2CC(=O)N(c3cc(Cl)cc(Cl)c3)C2=O)n1 (configuration not stated)	8.2	3.2	-4.4	-1.1%	16.9	5.3	-7.2	-2.8	-36.8	2.2	-33.9
Cn1c(=O)c2c(nc(Br)n2CCSc2nc3ccccc3o2)n(C)c1=O	9.2	9.1	10.2	5.6%	32.4	2.1	3.6	18.6	43.4	9.1	16.7
CC(C)(C)NC(=O)/C=N/O	27.6	1.5	-36.1	-5.0%	17.2	4.7	0.3	-0.7	-17.8	1.8	-56.9
O=C(c1coc(=O)c(Br)c1)N1CCOCC1	-25.4	2.1	-14.0	7.3%	-25.1	3.2	-12.5	0.3	17.3	4.5	-22.7
COc1ccc(C2/C(=C(/O)c3cnn(-c4ccccc4)c3C)C(=O)C(=O)N2CCN(C)C)cc1OC (configuration not stated)	-27.6	1.1	-20.6	-7.4%	47.2	4.8	-5.5	7.7	-185.3	5.4	-72.8
O=C(CN1C(=O)c2ccccc2S1(=O)=O)c1ccccc1	-52.6	4.3	-5.0	-7.2%	-34.9	2.2	-5.9	2.1	9.5	2.0	-13.5

Quoted at random: 2 entries already listed.
SMILES	HT29 cell growth-1	HT29 cell growth-1 condensed nuclei	HT29 cell growth-1 ATP viability	AID364	HT29 cell growth-2	HT29 cell growth-2 condensed nuclei	HT29 cell growth-2 ATP viability	A549 NSCLC growth	AID772	AID772 condensed nuclei	AID772 second
CN(C)CCC=C1c2ccccc2CCc2ccccc21	28.2	6.5	.	-7.6%	31.2	3.6	37.6	26.6	73.1	26.4	94.6
COc1cccc(NC(=O)CSC2=C(C#N)C(c3ccco3)C3=C(CCCC3=O)N2)c1 (configuration not stated)	61.0	1.2	34.8	4.73µM*	13.7	4.7	2.4	60.1*	76.9	21.7	70.5

Carrying on:
SMILES	HT29 cell growth-1	HT29 cell growth-1 condensed nuclei	HT29 cell growth-1 ATP viability	AID364	HT29 cell growth-2	HT29 cell growth-2 condensed nuclei	HT29 cell growth-2 ATP viability	A549 NSCLC growth	AID772	AID772 condensed nuclei	AID772 second
Cc1c(Cl)cccc1N1C(=O)C2ON(c3ccccc3)C(c3cccnc3)C2C1=O (configuration not stated)	28.1	4.1	18.3	4.0%	18.6	2.6	8.6	3.4	13.9	1.3	1.3
CCCCc1nc(NCCNC(=O)c2ccco2)c(C#N)c2c1CSC(C)(C)C2	22.1	5.1	24.6	11.8%	14.6	5.3	11.6	56.1*	22.1	4.0	20.8
O=C1c2ccccc2C(=O)N1c1ncccn1	-9.9	2.6	13.4	-3.9%	16.9	3.4	4.5	8.9	-1.9	11.9	-0.9
CCCOc1ccc(/C(O)=C2/C(=O)C(=O)N(CCCN3CCOCC3)C2c2ccncc2)cc1 (configuration not stated)	-41.6	2.8	-15.8	3.9%	-3.0	1.1	-9.2	0.4	-28.6	2.1	-33.0
CC1(C)Cc2c(C#N)c(SCC(=O)c3ccccc3)nc(N3CCOCC3)c2CS1	83.5	17.6	76.7	4.9%	36.6	4.4	32.0	26.0	30.6	23.6	94.4
CC(=O)N1CCN(c2nc(CC(C)C)c3c(c2C#N)CCC3)CC1	42.1	2.5	-1.2	-6.8%	33.3	3.1	1.3	22.1	24.4	2.6	5.0
COC(=O)c1[nH]c(C)c(/C(O)=C2\C(=O)C(=O)N(CCN3CCOCC3)C2c2ccccc2OC)c1C (configuration not stated)	15.6	1.6	7.0	-4.0%	-31.6	2.3	-10.4	-14.8	-43.2	4.1	-53.5
O=S(=O)(N[C@@H]1C[C@H]2CC[C@@H]1C2)c1cccs1	-20.6	2.9	-15.8	-8.4%	-25.0	2.6	-10.0	2.5	-107.4	1.8	-20.3
Cc1cccn2c(=O)c3cc(C(N)=S)c(=N)n(CCCOC(C)C)c3nc12	-3.9	1.1	-13.1	4.1%	-47.5	3.5	-18.1	51.3*	25.2	3.0	-20.4
CC(NC(=O)OC(C)(C)C)C(=O)Oc1ccc2ccc(=O)oc2c1 (configuration not stated)	-21.2	0.9	-3.5	6.4%	-57.3	0.6	-7.4	5.2	13.0	1.8	-21.6
COCCOC(=O)c1c(C)oc2ccc(OC(=O)COc3c(F)c(F)c(F)c(F)c3F)cc12	18.3	3.7	-19.0	14.7%	14.2	3.4	-0.8	5.0	-73.9	9.4	2.7
CCOC(=O)c1c(N)sc2c1CCC1C(=O)N(C3CCCCC3)C(=O)C21 (configuration not stated)	54.9	2.4	26.6	-4.1%	33.8	3.4	4.3	24.0	36.1	9.9	29.3
c1ccc2c(c1)NC(c1ccncc1)n1c-2nc2ccccc21 (configuration not stated)	32.5	2.5	2.5	-4.8%	16.4	3.1	-9.6	23.5	60.1	8.5	-6.4
CCOc1cccc(-c2nnc3sc(-c4cccs4)nn23)c1	50.7	0.8	40.0	-2.9%	42.8	3.9	18.0	2.5	-20.0	20.3	54.7
Cc1cc(NS(=O)(=O)c2ccc(N)cc2)no1	20.9	3.9	.	0.3%	-51.8	2.7	-30.4	4.0	-50.6	1.4	-31.4
COc1ccc(/C(O)=C2\C(=O)C(=O)N(Cc3ccco3)C2c2cc(OC)ccc2OC)cc1 (configuration not stated)	37.7	3.6	-5.6	8.9%	18.9	3.7	-2.0	13.2	-5.5	3.3	-5.8
Cc1cc(=O)oc(C)c1C(=O)NCC(C)C	-2.1	5.8	-9.7	12.4%	-42.5	3.2	-9.4	-13.9	1.1	2.6	6.6
Cc1ccc(C)n1Cc1ccc(C(=O)O)cc1	22.6	1.4	3.5	-5.3%	-20.9	0.9	-0.2	-8.3	57.9	10.4	-0.3

One compound at a time, from the list above. Order of screens: HT29 cell growth-1	HT29 cell growth-1 condensed nuclei	HT29 cell growth-1 ATP viability	AID364	HT29 cell growth-2	HT29 cell growth-2 condensed nuclei	HT29 cell growth-2 ATP viability	A549 NSCLC growth	AID772	AID772 condensed nuclei	AID772 second
Results for Cc1cc(NS(=O)(=O)c2ccc(N)cc2)no1 : 20.9	3.9	.	0.3%	-51.8	2.7	-30.4	4.0	-50.6	1.4	-31.4
Results for COCCOC(=O)c1c(C)oc2ccc(OC(=O)COc3c(F)c(F)c(F)c(F)c3F)cc12 : 18.3	3.7	-19.0	14.7%	14.2	3.4	-0.8	5.0	-73.9	9.4	2.7
Results for c1ccc2c(c1)NC(c1ccncc1)n1c-2nc2ccccc21 (configuration not stated) : 32.5	2.5	2.5	-4.8%	16.4	3.1	-9.6	23.5	60.1	8.5	-6.4
Results for CCOC(=O)c1c(N)sc2c1CCC1C(=O)N(C3CCCCC3)C(=O)C21 (configuration not stated) : 54.9	2.4	26.6	-4.1%	33.8	3.4	4.3	24.0	36.1	9.9	29.3
Results for CCOc1cccc(-c2nnc3sc(-c4cccs4)nn23)c1 : 50.7	0.8	40.0	-2.9%	42.8	3.9	18.0	2.5	-20.0	20.3	54.7

Part of the list above, reduced to HT29 cell growth-2 condensed nuclei, HT29 cell growth-1 condensed nuclei and HT29 cell growth-1 ATP viability.
| structure | HT29 cell growth-2 condensed nuclei | HT29 cell growth-1 condensed nuclei | HT29 cell growth-1 ATP viability |
| --- | --- | --- | --- |
| COC(=O)C(NC(C)=O)(Nc1nc2ccc(S(C)(=O)=O)cc2s1)C(F)(F)F (configuration not stated) | 3.4 | 2.2 | -20.3 |
| CCCCOC(=O)CSC1=C(C#N)C(c2ccccc2OC)C(C#N)C(=O)N1 (configuration not stated) | 3.5 | 2.2 | -12.3 |
| Cc1c(OCC(F)(F)F)ccnc1CS(=O)c1nc2ccccc2[nH]1 (configuration not stated) | 5.0 | 12.2 | . |

Source: PubChem BioAssay (several laboratories)
